GAA850 FXN act: increases GAA850 frataxin promoter reporter activity; actives 0.56% (n = 360,000); HEK293 lucGAA850 FXN promoter luciferase reporter, 24 h; percent of 10 µM SAHA response; AID 540364; activation, % at 6 µM;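 active means activation above the average of all compounds screened plus 3 SD, cutoff fixed separately per campaign, cut at about 7.5% in these data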;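 further: 0% = DMSO wells and 100% = 10 µM SAHA wells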
proKLK7 act: proKLK7 (human) activation, primary screen; purified proKLK7, EDANS-DABCYL substrate fluorescence; 100% is mature enzyme control, 0% vehicle; actives 0.9% (n = 370,000); activation, % at 7 µM; AID 652039; P49862;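 active means activation above the mean of all tested compounds plus 3 SD, computed per campaign excluding outliers beyond control limits, cut at about 13% in these data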
GC-A act: GC-A (human) enzyme activation | HEK293 GC-A cells, cGMP TR-FRET, EC30 ANP; 0% at EC30 ANP, 100% saturating ANP | activation, % at 10 µM | actives 0.14% (n = 370,000); in the data active means activation above about 40%
sPLA2-III inh: Blocks human group III sPLA2 activity | inhibition, % at 12.2 µM | QFRET BODIPY PC-A2 liposome hydrolysis, fluorescence | actives 0.56% (n = 370,000) | AID 743126;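 active means inhibition above mean plus 3 SD of compounds lying within the high and low control bounds, cut at about 19% in these data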;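 further: 0% = median of test compound wells and 100% = no enzyme DMSO wells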
Target sequence (Q9NZ20 whole entry, looked up): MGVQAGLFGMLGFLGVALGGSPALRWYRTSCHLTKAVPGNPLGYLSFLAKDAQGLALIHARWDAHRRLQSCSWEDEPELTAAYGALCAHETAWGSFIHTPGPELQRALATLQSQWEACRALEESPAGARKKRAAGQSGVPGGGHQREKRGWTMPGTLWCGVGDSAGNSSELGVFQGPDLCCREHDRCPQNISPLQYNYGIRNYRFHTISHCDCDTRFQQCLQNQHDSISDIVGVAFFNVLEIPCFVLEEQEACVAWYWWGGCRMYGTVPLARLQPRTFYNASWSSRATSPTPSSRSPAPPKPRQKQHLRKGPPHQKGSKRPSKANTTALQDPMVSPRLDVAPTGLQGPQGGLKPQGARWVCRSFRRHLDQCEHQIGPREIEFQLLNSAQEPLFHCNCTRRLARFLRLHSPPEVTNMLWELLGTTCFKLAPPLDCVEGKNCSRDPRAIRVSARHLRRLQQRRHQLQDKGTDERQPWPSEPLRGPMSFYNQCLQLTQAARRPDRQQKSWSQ
rCAG RNA binder: molecules binding r(CAG) RNA repeats. actives 1.3% (n = 370,000). inhibition, % at 3 µM. r(CAG) RNA repeat, TO-PRO-1 dye displacement fluorescence. AID 651821;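 active means inhibition above the plate cutoff, the mean of all test compounds on that plate plus 3 SD, cut at about 35% in these data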;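 further: 0% = DMSO alone and 100% = 100 µM mitoxantrone as full dye displacement; higher means more dye released from RNA so lower well fluorescence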
ARFGAP1 inhibitor: inhibitors of rat ARFGAP1; actives 0.26% (n = 360,000); Q62848; Arfgap1-stimulated ARF1 GTP hydrolysis, GDP FP detection; inhibition, % at 16.5 µM; AID 651572;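 active means inhibition above a per-plate limit, mean inhibition of low control wells plus 3 SD, cut at about 25% in these data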;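 further: 0% = DMSO wells with enzyme and 100% = wells lacking Arfgap1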
Target sequence (Q62848 1-136 limits assumed): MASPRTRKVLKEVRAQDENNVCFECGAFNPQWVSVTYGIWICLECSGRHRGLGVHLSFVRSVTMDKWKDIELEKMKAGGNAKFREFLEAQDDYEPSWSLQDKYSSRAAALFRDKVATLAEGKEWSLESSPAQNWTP
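Material: truncated rat Arfgap1 GAP domain; Incubation: compound-enzyme preincubation 20 min, reaction 120 min, detection 60 min, 25 °C; Read-out: percent inhibition of Arfgap1-stimulated GTP hydrolysis; Technique: FP, GDP Alexa 633 tracer displaced from anti-GDP antibody, 620/688 nm; Controls: No-Arfgap1 wells (100%) versus DMSO full-reaction wells (0%); Replication: single well per compound.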
Tn6 DDE FP: disrupts Tn6 cyclic peptide binding to fibrin D-Dimer-E complex; P02675; Fibrin DD(E) TRITC-Tn6 fluorescence polarization displacement; inhibition, % at 8.3 µM; actives 0.21% (n = 370,000); AID 720509;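 active means inhibition above a per-campaign cutoff: mean of compounds within control limits plus 3 SD, cut at about 15% in these data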;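 further: 0% = median of all compound wells on the plate and 100% = blocking peptide control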
ADAM10 inh: inhibitors of human ADAM10; O14672; recombinant ADAM10, EDANS/DABCYL FRET peptide cleavage, 3 h; inhibition, % at 7 µM; actives 0.62% (n = 370,000); AID 720582;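 active means inhibition above a per-campaign cutoff equal to the mean of compounds falling between control-based bounds plus 3 SD, cut at about 20% in these data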;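 further: 0% = DMSO wells while the 100% control is not disclosed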
NPR2 activator: GC-B (human) receptor activation | P20594 | activation, % at 10 µM | HEK293-GC-B cells, CNP EC30, cGMP TR-FRET; 0% at EC30 CNP, 100% saturating CNP | actives 0.11% (n = 370,000);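 active means activation at 10 µM reaching about 35% in either raw or pattern-adjusted values, limit read from the data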
ASAP1 GAP inh: blocks human ASAP1-stimulated Arf1 GTP hydrolysis; Q9ULH1; actives 0.19% (n = 360,000); inhibition, % at 16.5 µM; GDP FP detection; in the data active means inhibition above about 25%;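 further: 0% = vehicle with enzyme and substrate and 100% = no enzyme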
Target sequence (Q9ULH1 325-724 limits assumed): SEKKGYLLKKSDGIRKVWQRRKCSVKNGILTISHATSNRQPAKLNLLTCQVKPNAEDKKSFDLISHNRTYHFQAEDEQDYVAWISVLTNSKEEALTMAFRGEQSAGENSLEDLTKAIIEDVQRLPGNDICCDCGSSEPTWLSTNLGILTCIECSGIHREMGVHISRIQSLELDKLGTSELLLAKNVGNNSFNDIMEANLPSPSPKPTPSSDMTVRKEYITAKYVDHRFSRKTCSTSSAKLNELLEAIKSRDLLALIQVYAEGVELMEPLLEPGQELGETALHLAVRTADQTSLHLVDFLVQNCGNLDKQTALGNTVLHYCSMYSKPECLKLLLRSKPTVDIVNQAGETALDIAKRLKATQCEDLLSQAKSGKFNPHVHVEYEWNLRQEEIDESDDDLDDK
Numbers without * were called inactive; i = inactive; / = not tested or not shown.

SMILES | GAA850 FXN act | proKLK7 act | GC-A act | sPLA2-III inh | rCAG RNA binder | ARFGAP1 inhibitor | Tn6 DDE FP | ADAM10 inh | NPR2 activator | ASAP1 GAP inh
CCSc1oc(-c2ccco2)nc1S(=O)(=O)c1ccccc1 | -2.6 | -0.4 | -6.9 | -9.8 | 7.4 | -3.5 | 1.9 | -5.2 | 0.3 | 6.1
CCC(=O)Nc1cccc(C(=O)c2ccc(C)c(C)c2)c1 | -3.9 | 0.7 | 3.6 | -11.3 | -3.0 | -1.2 | -8.9 | 9.2 | 1.0 | -0.3
COC(=O)[C@]1(Cc2ccccc2)N[C@H](c2ccc(-c3ccccc3)cc2)[C@@H]2C(=O)N(C)C(=O)[C@@H]21 | -3.4 | 0.3 | 3.0 | -19.2 | 1.5 | 4.3 | -7.0 | -0.1 | -14.8 | 0.1
Cc1ccnc(NCc2cccc3ccccc23)c1 | -1.3 | 0.4 | -3.7 | 1.8 | -2.6 | -2.1 | -3.3 | 23.0* | -1.6 | -5.5
Fc1ccc(-c2nc(-c3cccs3)no2)cc1 | 1.0 | -0.4 | 10.3 | 1.0 | -0.8 | 13.5 | 3.2 | -4.2 | 3.0 | -0.3
COCCSc1ncnc2c1oc1nc3c(cc12)COC(C)(C)C3 | 2.6 | -0.4 | 9.9 | 3.7 | -2.8 | -7.7 | -7.0 | -3.6 | 4.2 | -3.3
CCOc1ccc(S(=O)(=O)N2CCC(C(=O)NCc3cccnc3)CC2)cc1 | -1.6 | -0.4 | 0.4 | 3.2 | -2.9 | 9.1 | -7.9 | -14.7 | 0.3 | 18.5
CCOC(=O)c1cnc2ccc(Cl)cc2c1N1CCN(C)CC1 | 2.1 | 0.6 | -2.7 | 2.8 | -5.2 | 2.3 | 5.9 | 2.1 | 0.4 | 1.3
CCOC(=O)c1c(C)[nH]c(C(=O)OCC(=O)NCc2ccc(F)cc2)c1C | -1.2 | -0.7 | -3.3 | 10.1 | 1.4 | 2.0 | -2.9 | -10.5 | 1.0 | -2.2
COc1ccc(C2c3[nH]c4ccccc4c3CCN2CCCn2cccn2)cc1C (stereo not drawn) | 1.9 | 2.1 | -2.9 | 3.0 | 1.6 | 9.4 | -2.6 | -43.3 | -6.2 | -2.2
CCC1(COC(=O)Nc2cccc(Cl)c2)COC1 | 1.7 | -0.2 | 1.1 | -0.6 | -1.2 | -1.5 | -5.8 | 7.0 | 0.2 | -9.4
CCn1cnc2c(NCCc3cccnc3)nc(C#N)nc21 | 1.0 | 0.2 | 4.6 | 1.3 | -7.3 | 14.6 | -5.0 | -7.8 | 3.0 | 5.0
COc1ccc(NC(=O)c2cc([N+](=O)[O-])ccc2N2CCCC2)cc1S(N)(=O)=O | 0.1 | 0.0 | 6.3 | -4.5 | 10.6 | -7.8 | 3.1 | 0.7 | 6.2 | -9.7
Cc1ccc(NC(=O)CSc2nnc(-c3cccnc3)n2Cc2ccco2)c(C)c1 | / | 0.0 | 0.7 | -1.1 | 3.1 | / | 0.1 | -7.4 | -1.8 | /
COC(=O)C1CN(Cc2ccc(Cl)cc2)CCS(=O)(=O)N1Cc1cn(Cc2ccc(Cl)cc2)nn1 (stereo not drawn) | / | 0.0 | -13.9 | -14.2 | -1.2 | / | 0.5 | 7.0 | -8.0 | /
Cc1ccc(F)c(S(=O)(=O)NC(=O)C2(C)CCN2C(=O)c2ccccc2)c1 (stereo not drawn) | 1.4 | 0.1 | 3.3 | 11.7 | 1.4 | 8.0 | -3.6 | -4.8 | 3.4 | 2.0
COc1ccc(CCN2CC(C(=O)N(C)CC(=O)Nc3ccc(F)c(F)c3F)CC2=O)cc1OC (stereo not drawn) | -0.2 | -0.1 | 1.4 | 15.5 | 6.1 | 7.7 | -2.3 | -13.3 | 1.2 | 2.5
Oc1c(C(c2ccccc2)N2CCCCC2)ccc2ccccc12 (stereo not drawn) | 0.8 | -18.5 | -11.4 | 8.0 | 15.0 | 3.4 | -3.9 | -1.1 | -4.0 | -13.4
COc1ccc(C2C(C(=O)c3cccs3)=C(O)C(=O)N2c2cccc(C)n2)cc1 (stereo not drawn) | 1.1 | 0.1 | 2.5 | -5.9 | 4.4 | 4.9 | -3.3 | 4.5 | 0.0 | 1.4
Cc1ccccc1Cn1cc(CN2[C@@H](C)COc3cc(Br)ccc3S2(=O)=O)nn1 | / | 0.1 | -2.9 | -4.2 | 0.3 | / | 7.3 | 9.8 | -0.2 | /
COc1cc(Cl)c(S(=O)(=O)N2CCCC2)cc1Cl | 1.9 | 0.0 | 1.3 | 5.0 | 2.9 | -15.8 | -6.3 | 11.3 | -1.7 | -3.1
CN(NC1OC(=O)c2ccccc21)c1ncc(C(F)(F)F)cc1Cl (stereo not drawn) | 1.9 | 0.6 | 0.3 | -2.1 | 3.2 | 7.6 | -2.5 | -4.3 | 3.0 | 0.6
COc1ccc(N2CCN(CC(O)COc3ccc(C)cc3C)CC2)cc1 (stereo not drawn) | -0.6 | 0.5 | -1.0 | 9.1 | -6.9 | 14.8 | -14.4 | -6.2 | 1.1 | -3.4
CC1CC(C(F)(F)C(F)(F)F)n2nc(C(=O)O)cc2N1 (stereo not drawn) | -0.4 | -0.9 | 4.1 | -3.1 | 2.6 | 4.2 | 3.7 | 3.8 | -1.3 | -12.3
CC(O)(C#CCN1CCCCC1)c1ccccc1 (stereo not drawn) | -4.3 | 0.9 | 0.6 | 8.2 | -4.7 | 11.9 | -10.9 | -0.8 | 2.9 | 6.2

Retrieved by compound from the list above:
SMILES | GAA850 FXN act | proKLK7 act | GC-A act | sPLA2-III inh | rCAG RNA binder | ARFGAP1 inhibitor | Tn6 DDE FP | ADAM10 inh | NPR2 activator | ASAP1 GAP inh
Cc1ccc(NC(=O)CSc2nnc(-c3cccnc3)n2Cc2ccco2)c(C)c1 | / | 0.0 | 0.7 | -1.1 | 3.1 | / | 0.1 | -7.4 | -1.8 | /
Cc1ccnc(NCc2cccc3ccccc23)c1 | -1.3 | 0.4 | -3.7 | 1.8 | -2.6 | -2.1 | -3.3 | 23.0* | -1.6 | -5.5
COC(=O)[C@]1(Cc2ccccc2)N[C@H](c2ccc(-c3ccccc3)cc2)[C@@H]2C(=O)N(C)C(=O)[C@@H]21 | -3.4 | 0.3 | 3.0 | -19.2 | 1.5 | 4.3 | -7.0 | -0.1 | -14.8 | 0.1

(more compounds)
SMILES | GAA850 FXN act | proKLK7 act | GC-A act | sPLA2-III inh | rCAG RNA binder | ARFGAP1 inhibitor | Tn6 DDE FP | ADAM10 inh | NPR2 activator | ASAP1 GAP inh
CC(C)CCNC(=O)NC(=O)COC(=O)/C=C/c1cnc2ccccc2n1 | 0.2 | -0.1 | -3.4 | -5.2 | 0.2 | 3.2 | 2.9 | -3.0 | -4.1 | -7.9
COc1ccc(C(=O)N2CCOC2CNC(=O)C(=O)NCCc2ccc(OC)c(OC)c2)cc1 (stereo not drawn) | 1.4 | -0.2 | -0.4 | -0.2 | -3.7 | 6.3 | -0.1 | -5.4 | -0.8 | 0.0
Clc1ccc(-c2nnc(SCc3nc4ccccc4[nH]3)o2)c(Cl)c1 | 2.5 | -0.2 | 11.5 | -5.8 | 3.4 | 12.7 | 2.1 | -30.3 | -20.5 | 1.3
O=C1CCCc2cc(S(=O)(=O)N3CCC(C(=O)NCc4ccccc4)CC3)ccc2N1 | 0.0 | 0.5 | -1.1 | 1.4 | 0.5 | -9.2 | -9.2 | -4.4 | -2.5 | 3.1
O=C(NCc1ccccc1)c1ccc(CN(c2ccccn2)S(=O)(=O)c2ccccc2)cc1 | 0.6 | 0.4 | -1.8 | -1.2 | -2.5 | -2.8 | 11.3 | -84.0 | 5.3 | 0.2
CCOC(=O)c1c(C)[nH]c(=S)c(C#N)c1-c1ccc(OC)cc1 | 2.3 | 0.2 | -2.3 | 0.9 | 6.2 | -1.9 | -4.8 | -2.1 | 8.2 | 5.8
CCc1nccn1CCC(=O)N1CCCC(N2CCN(c3cccc(Cl)c3)CC2)C1 (stereo not drawn) | 2.7 | -0.9 | 5.3 | 7.4 | -9.0 | 14.6 | 3.6 | -0.7 | 3.6 | -11.5
Cc1ccc(NC(=O)CC2C(=O)NCCN2C(=S)Nc2ccccc2)c(C)c1 (stereo not drawn) | -1.1 | 0.3 | 0.6 | 1.3 | 1.2 | 6.6 | 1.8 | 5.0 | -1.9 | -8.8
N=c1c2c3c(sc2nc2n1CCCCC2)CCCC3 | 0.9 | 0.7 | 4.2 | 0.6 | 11.1 | 4.2 | -4.8 | 7.5 | -5.2 | 3.4
CCn1c(C)nc2cc(C(=O)NNC(=S)Nc3ccc(C)cc3)ccc21 | 0.2 | 0.4 | -4.2 | 19.9* | 6.4 | 12.5 | -5.1 | 0.8 | -1.9 | 2.8
CC1CCCCC12NC(=O)N(CC(=O)c1ccc3c(c1)OCO3)C2=O (stereo not drawn) | 1.8 | 0.1 | 3.5 | 0.2 | -0.8 | 6.0 | -3.9 | -12.8 | 5.0 | -0.7
O=C(COC(=O)COc1ccc(Cl)cc1Cl)Nc1cccnc1Cl | 3.8 | -0.5 | -1.0 | 3.1 | -2.3 | 3.6 | 2.3 | 3.2 | -4.5 | 0.8
Cc1nc2c(C)cccn2c1/C(O)=C1\C(=O)C(=O)N(CCN(C)C)C1c1cccs1 (stereo not drawn) | 1.8 | -0.8 | -2.8 | 7.5 | 0.5 | 2.8 | -2.8 | -8.5 | -1.6 | 5.3
CCOc1ccc(N(CC(=O)NC2CCCCC2)C(=O)CCC(=O)Nc2nc(C)cs2)cc1 | 0.5 | -0.4 | -1.3 | -1.5 | -4.9 | 6.4 | -2.5 | 6.6 | -2.3 | -6.0
CC[n+]1ccc(C[n+]2ccccc2)c2ccccc21 | 1.0 | -0.9 | 0.3 | 4.9 | -0.9 | 12.6 | -3.9 | -31.6 | -1.2 | -10.8
CCn1c(=O)c(C(=O)Nn2c(C)nc3ccccc3c2=O)c(O)c2ccccc21 | 0.3 | 0.0 | 0.1 | -6.3 | 6.6 | 0.1 | 6.0 | -9.9 | 0.4 | -1.5
O=C(CN1C(=O)S/C(=C\c2ccc(F)cc2)C1=O)Nc1cccc(S(=O)(=O)NCc2ccco2)c1 | 1.8 | -0.6 | 1.2 | -45.1 | 25.0 | 5.2 | 7.4 | 9.3 | -4.5 | -3.6
COc1ccc(C=O)cc1OC(=O)N1CCOCC1 | 0.3 | 0.0 | 1.1 | 2.7 | -1.3 | 6.9 | 6.6 | -3.7 | 2.0 | -7.3
COc1ccc(OC)c(/C=N/NC(=O)CN2CCSCC2)c1 | 0.9 | 24.4* | 1.9 | 1.6 | -0.1 | 8.6 | 3.5 | i | 1.1 | -7.1
O=C(Cc1cccc(NC(=O)C2CCN(S(=O)(=O)c3cccc([N+](=O)[O-])c3)CC2)c1)Nc1cccc(C(=O)N2CCCCC2)c1 | 1.4 | 0.5 | -0.8 | -10.4 | 15.2 | 9.6 | -2.6 | 5.1 | 6.8 | -12.3
COc1cc(/C=C/C(=O)O)cc(S(=O)(=O)NCCO)c1OC | -2.4 | 0.0 | -5.8 | 3.1 | 2.8 | 5.6 | 1.4 | -2.9 | 1.8 | 7.6
Cc1ccc(C(=O)OCC(=O)NC(=O)c2cccn2C)cc1 | 0.6 | -0.5 | 1.8 | -1.0 | 0.0 | -4.4 | 2.6 | 8.0 | 4.5 | -3.7

Source: PubChem (several laboratories)

Not a hit list; any-hit rate near 4.5%.
